High-throughput results: PubChem, several laboratories
AID2073 – inhibitors of Mint1-CaV2.2 protein interaction, biochemical, HTRF (AID 2073); HTRF protein-protein interaction, Mint1-CaV2.2; higher % means a stronger effect; actives 0.19% (n = 290,000); one-dose inhibition, % at 20 µM; IC50 in µM for titrated hits; in the data active = inhibition mostly above about 51%, no sharp cut-off; also: some results filed as inactive read as strong as hits
b-catenin transl – modulators of beta-catenin nuclear translocation; HeLa beta-catenin nuclear translocation, immunofluorescence imaging; nuclear translocation activity, % at 5 µM; actives 0.3% (n = 190,000);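 active = nuclear translocation activity above 50% at 5 µM, with a well cell count of 50 or more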;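 also: per-cell ratio of nuclear to cytoplasmic median beta-catenin stain intensity; plate controls were DMSO negative control for no effect and GSK-3 inhibitor IX positive control for full effect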
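Test system: human HeLa cell line; Doses: 5 µM primary, 0.02–20 µM confirmation; Incubation: 24 h compound exposure, 37°C; Detection: beta-catenin immunofluorescence imaging with DAPI; Read-out: beta-catenin nuclear/cytoplasmic ratio, % activation.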
Ins promoter up – MIN6 insulin promoter up-regulation; MIN6 insulin promoter-GFP reporter, high-content imaging; active compounds read high; z-score at 5 µM; actives 0.3% (n = 190,000);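 active = z-score above 3 at 5 µM with at least 500 cells counted in the well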
Yfh1-depleted yeast – enhancers of respiration in Yfh1-depleted yeast, dose response, Friedreich's ataxia, plus single-dose screen (AID 1465); S. cerevisiae Yfh1-off respiration, WST-1 reduction, 72 h; higher fold induction means a stronger effect; fold induction at 50 µM, or EC50 in µM where a hit was titrated; actives 0.074% (n = 220,000);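 active = fold induction of absorbance versus untreated yeast above a set limit, then at least 30% activation at any dose in follow-up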;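 also: activators that raise dye reduction in frataxin-depleted yeast; strong numbers were not always called active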
Dynein cargo inh – blocks dynein driven cargo transport along microtubules; 3617.4 mouse cells, GR-EGFP nuclear translocation imaging; test concentration mostly 20 µM; stimulated with dexamethasone, 1 µM; active compounds read low; z-score, hits read low; actives 0.47% (n = 220,000); AID 1381;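 active = plate z-score of nuclear minus cytoplasmic receptor signal below a set negative limit, without overly bright fluorescence or cell loss, cut at about -3.5 in these data, passing the limit was not always enough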;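 also: z-score of nuclear minus cytoplasmic ring GR-EGFP intensity difference per well; some compounds called inactive have numbers as strong as hits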
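Buffer or medium: tetracycline-free induction medium containing charcoal-stripped FBS / Reagent: dexamethasone agonist, 1.0 µM final, for 30 min / Technique: automated 10x imaging of fixed Hoechst-stained cells / Times: induction 48 h, compound 1 h, agonist 30 min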
Autophagy HCS – alters autophagy in cells; calls only at 10 µM (by protocol); MEF GFP-LC3 puncta imaging; test concentration mostly 10 µM; actives 0.98% (n = 190,000);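 active = percentage of spot-positive cells more than 3 SD above its plate mean, without a fluorescence outlier flag or 80% toxicity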;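 also: spot-positive cell cutoff set from DMSO-treated cells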
WT yeast gro inh – growth inhibition of WT yeast, mitochondrial fusion screen | mitochondrial fusion phenotypic screen, WT strain | inhibition, % at 10 µM | actives 2.1% (n = 190,000); in the data active = inhibition above about 58%; tested in S. cerevisiae
MT stabilizer – microtubule stabilization, imaging screen; HeLa tubulin immunostaining HCS, 24 h; share of cells brighter than vehicle mean+2SD; % tubulin-high responders, % at 10 µM; actives 0.83% (n = 200,000);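 active = plate Z-score above 3 for both tubulin-high and condensed-nucleus cell shares, with cell loss under 80%, at 10 µM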;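 also: anti alpha tubulin signal scored within the nucleus-defined area of each cell; some results filed as inactive read as strong as hits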
HIV peptide binding – inhibitors of HIV fusion peptide binding, primary screen, biochemical, uHTS, fluorescence dequenching (AID 1986); actives 0.3% (n = 290,000); inhibition, % at 20 µM, or IC50 in µM where a hit was titrated; cell-free peptide binding, fluorescence dequenching, 30 min; higher % means a stronger effect; in the data active = inhibition mostly above about 52%, no sharp cut-off; inactive = mostly below about 76%; also: some results filed as inactive read as strong as hits
WT yeast gro inh mutant strain – recorded beside WT yeast gro inh, whose call it bears; inhibition, %; mitochondrial fusion phenotypic screen, mutant strain inhibition
Dynein cargo inh cytoplasmic EGFP – also measured in Dynein cargo inh; calls as there; z-score; measured here: cytoplasmic GR-EGFP intensity; active compounds read high
Dynein cargo inh nuclear GR-EGFP – recorded beside Dynein cargo inh, whose call it bears; z-score; measured here: nuclear GR-EGFP intensity;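 lower value marks the stronger effect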
Dynein cargo inh cell count – recorded beside Dynein cargo inh, whose call it bears; z-score; measured here: cell count per field
Ins promoter up cell count – recorded beside Ins promoter up, whose call it bears; cell count; measured here: cytotoxicity, nuclei count;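 total cells summed across four imaged fields per well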
b-catenin transl cell count 5 µM – also measured in b-catenin transl; calls as there; cell count; measured here: cell count, cytotoxicity flag
MT stabilizer Hoechst-high % – second read-out of MT stabilizer, no call of its own (marks repeat the call); % Hoechst-high responders; measured here: nuclear condensation Hoechst responders;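 share of cells brighter than vehicle mean plus two SD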
MT stabilizer cytotoxicity % – also measured in MT stabilizer; calls as there; toxicity, %; measured here: cytotoxicity by cell density;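 0% = mean cell density of plate MIN control wells and 100% = no cells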
Autophagy HCS cell loss 18 h – further read-out of Autophagy HCS, marked with its call; toxicity, %; measured here: cell loss, nuclei count;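 cell loss after 18 h compound exposure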
Numbers without * were called inactive. Hits appear at their usual frequency. About 4.2% of those tested had a hit in this group.

How did CCn1c(SCC(=O)Nc2nccs2)nnc1-c1ccc(S(=O)(=O)N2CCCCC2)cc1 do in these assays?
AID2073: -8%; b-catenin transl: 0.3; Ins promoter up: -0.05; Yfh1-depleted yeast: inactive; Dynein cargo inh: 0.66; Autophagy HCS: inactive; WT yeast gro inh: -8; MT stabilizer: 3.1; HIV peptide binding: -1.6%; WT yeast gro inh mutant strain: -1; Dynein cargo inh cytoplasmic EGFP: -0.36; Dynein cargo inh nuclear GR-EGFP: 0.88; Dynein cargo inh cell count: -1; Ins promoter up cell count: 781; b-catenin transl cell count 5 µM: 1132; MT stabilizer Hoechst-high %: 1.4; MT stabilizer cytotoxicity %: 1.5; Autophagy HCS cell loss 18 h: 12

What do the screens show for `O=C(/C=C/c1ccco1)Nc1scc(-c2ccccc2)c1C(=O)O`?
AID2073: 9%; b-catenin transl: 0.5; Ins promoter up: 0.36; Yfh1-depleted yeast: inactive; Dynein cargo inh: 3.4; HIV peptide binding: 31%; Dynein cargo inh cytoplasmic EGFP: -0.019; Dynein cargo inh nuclear GR-EGFP: 1.8; Dynein cargo inh cell count: -2.8; Ins promoter up cell count: 1401; b-catenin transl cell count 5 µM: 1273

What do the screens show for `CCN(CC#CCC1(O)c2ccccc2-c2ccccc21)CCO`?
AID2073: 5%; Yfh1-depleted yeast: inactive; Dynein cargo inh: -0.45; Autophagy HCS: inactive; WT yeast gro inh: 13; MT stabilizer: 1.3; HIV peptide binding: -0.7%; WT yeast gro inh mutant strain: 17; Dynein cargo inh cytoplasmic EGFP: -0.21; Dynein cargo inh nuclear GR-EGFP: -0.74; Dynein cargo inh cell count: 0.75; MT stabilizer Hoechst-high %: 1.6; MT stabilizer cytotoxicity %: 6.3; Autophagy HCS cell loss 18 h: 2

Results for O=C(NC(=S)Nc1ccc(CN2CCCCC2)cc1)c1cc2ccccc2o1 ?
AID2073: -32%; b-catenin transl: -0.8; Ins promoter up: 0.21; Yfh1-depleted yeast: inactive; Dynein cargo inh: -0.66; HIV peptide binding: -1.7%; Dynein cargo inh cytoplasmic EGFP: -0.12; Dynein cargo inh nuclear GR-EGFP: 0.012; Dynein cargo inh cell count: 0.021; Ins promoter up cell count: 1186; b-catenin transl cell count 5 µM: 1321

How did CC(=O)c1cccc(NC(=O)Cc2ccc3c(c2)CCCC3)c1 do in these assays?
AID2073: -16%; b-catenin transl: -0.4; Ins promoter up: -0.12; Yfh1-depleted yeast: inactive; Dynein cargo inh: 0.84; Autophagy HCS: inactive; WT yeast gro inh: 12; MT stabilizer: 3.0; HIV peptide binding: -4.1%; WT yeast gro inh mutant strain: 16; Dynein cargo inh cytoplasmic EGFP: -0.19; Dynein cargo inh nuclear GR-EGFP: 0.79; Dynein cargo inh cell count: 0.48; Ins promoter up cell count: 1548; b-catenin transl cell count 5 µM: 1391; MT stabilizer Hoechst-high %: 2.1; MT stabilizer cytotoxicity %: 10; Autophagy HCS cell loss 18 h: -23

How did Cc1[nH]c2ccc(-c3n[nH]c(=S)n3C)cc2c1C do in these assays?
AID2073: -18%; b-catenin transl: 5.2; Ins promoter up: 0.51; Yfh1-depleted yeast: inactive; Dynein cargo inh: 0.34; Autophagy HCS: inactive; WT yeast gro inh: -2; MT stabilizer: 18; HIV peptide binding: -0.8%; WT yeast gro inh mutant strain: -3; Dynein cargo inh cytoplasmic EGFP: -0.21; Dynein cargo inh nuclear GR-EGFP: 0.33; Dynein cargo inh cell count: -0.3; Ins promoter up cell count: 1049; b-catenin transl cell count 5 µM: 866; MT stabilizer Hoechst-high %: 4.4; MT stabilizer cytotoxicity %: 14; Autophagy HCS cell loss 18 h: -11

How did CCNC(=S)NN=C1c2ccccc2-c2ccccc21 do in these assays?
AID2073: 27%; b-catenin transl: 0.0; Ins promoter up: -1; Yfh1-depleted yeast: inactive; Dynein cargo inh: -0.77; Autophagy HCS: inactive; WT yeast gro inh: 15; MT stabilizer: 3.7; HIV peptide binding: -0.2%; WT yeast gro inh mutant strain: 59; Dynein cargo inh cytoplasmic EGFP: -0.29; Dynein cargo inh nuclear GR-EGFP: -0.01; Dynein cargo inh cell count: 1.1; Ins promoter up cell count: 970; b-catenin transl cell count 5 µM: 1084; MT stabilizer Hoechst-high %: 3.4; MT stabilizer cytotoxicity %: 8.3; Autophagy HCS cell loss 18 h: 5

How did O=C(CSc1nc(-c2ccccc2Cl)ns1)c1ccc(Cl)cc1 do in these assays?
AID2073: 5%; b-catenin transl: -2.0; Ins promoter up: 0.57; Yfh1-depleted yeast: inactive; Dynein cargo inh: 0.053; Autophagy HCS: inactive; WT yeast gro inh: 34; MT stabilizer: 3.8; HIV peptide binding: 14%; WT yeast gro inh mutant strain: -14; Dynein cargo inh cytoplasmic EGFP: -0.02; Dynein cargo inh nuclear GR-EGFP: 0.021; Dynein cargo inh cell count: -1.2; Ins promoter up cell count: 1563; b-catenin transl cell count 5 µM: 1118; MT stabilizer Hoechst-high %: 2.9; MT stabilizer cytotoxicity %: 6.1; Autophagy HCS cell loss 18 h: 9

What do the screens show for `CCOc1ccc(CN2CCN(Cc3cccc4c3OCO4)CC2CCO)cc1` (stereo not drawn)?
AID2073: 5%; b-catenin transl: -0.7; Ins promoter up: 0.29; Yfh1-depleted yeast: inactive; Dynein cargo inh: -0.73; Autophagy HCS: inactive; WT yeast gro inh: 6; MT stabilizer: 4.7; HIV peptide binding: -1.0%; WT yeast gro inh mutant strain: 14; Dynein cargo inh cytoplasmic EGFP: -0.31; Dynein cargo inh nuclear GR-EGFP: -0.54; Dynein cargo inh cell count: 0.73; Ins promoter up cell count: 1500; b-catenin transl cell count 5 µM: 1028; MT stabilizer Hoechst-high %: 1.7; MT stabilizer cytotoxicity %: 2.2; Autophagy HCS cell loss 18 h: -23

Results for O=C(CSc1nnc(CNC(=O)c2ccco2)o1)Nc1ccccc1 ?
AID2073: 12%; b-catenin transl: 0.4; Ins promoter up: 0.51; Yfh1-depleted yeast: inactive; Dynein cargo inh: -0.47; Autophagy HCS: inactive; WT yeast gro inh: -2; MT stabilizer: 2.2; HIV peptide binding: -0.3%; WT yeast gro inh mutant strain: -7; Dynein cargo inh cytoplasmic EGFP: -0.19; Dynein cargo inh nuclear GR-EGFP: -0.29; Dynein cargo inh cell count: 0.41; Ins promoter up cell count: 1173; b-catenin transl cell count 5 µM: 1092; MT stabilizer Hoechst-high %: 2.0; MT stabilizer cytotoxicity %: 5.9; Autophagy HCS cell loss 18 h: 13

How did CC(C)OCC(O)Cn1c(N2CCCC2)nc2c1c(=O)[nH]c(=O)n2C (stereo not drawn) do in these assays?
AID2073: 0%; b-catenin transl: -5.8; Ins promoter up: 0.77; Yfh1-depleted yeast: inactive; Dynein cargo inh: -0.77; Autophagy HCS: inactive; WT yeast gro inh: 11; MT stabilizer: 4.3; HIV peptide binding: -2.8%; WT yeast gro inh mutant strain: -17; Dynein cargo inh cytoplasmic EGFP: -0.2; Dynein cargo inh nuclear GR-EGFP: -0.081; Dynein cargo inh cell count: 0.0089; Ins promoter up cell count: 849; b-catenin transl cell count 5 µM: 1140; MT stabilizer Hoechst-high %: 1.7; MT stabilizer cytotoxicity %: 2.8; Autophagy HCS cell loss 18 h: 13

How did O=c1c2ccccc2c(C=Nc2ccc(Cl)cn2)c(O)n1-c1cc(Cl)ccc1N1CCOCC1 do in these assays?
AID2073: 13%; b-catenin transl: 2.5; Ins promoter up: -0.27; Yfh1-depleted yeast: inactive; Dynein cargo inh: -0.037; Autophagy HCS: inactive; WT yeast gro inh: 21; MT stabilizer: 3.0; HIV peptide binding: 1.1%; WT yeast gro inh mutant strain: 22; Dynein cargo inh cytoplasmic EGFP: -0.25; Dynein cargo inh nuclear GR-EGFP: -0.38; Dynein cargo inh cell count: -0.35; Ins promoter up cell count: 1394; b-catenin transl cell count 5 µM: 1106; MT stabilizer Hoechst-high %: 1.9; MT stabilizer cytotoxicity %: 6.5; Autophagy HCS cell loss 18 h: 0

Results for CC1Cc2ccccc2N1C(=O)CSc1nnc(-c2ccccc2)c(-c2ccccc2)n1 (stereo not drawn) ?
AID2073: -30%; b-catenin transl: -0.7; Ins promoter up: -0.17; Yfh1-depleted yeast: inactive; Dynein cargo inh: 2.6; Autophagy HCS: inactive; WT yeast gro inh: 2; MT stabilizer: 2.2; HIV peptide binding: 0.8%; WT yeast gro inh mutant strain: -35; Dynein cargo inh cytoplasmic EGFP: 0.44; Dynein cargo inh nuclear GR-EGFP: 1.6; Dynein cargo inh cell count: -2.2; Ins promoter up cell count: 1557; b-catenin transl cell count 5 µM: 1356; MT stabilizer Hoechst-high %: 1.0; MT stabilizer cytotoxicity %: 1.3; Autophagy HCS cell loss 18 h: 2

How did O=C(CSc1cccc2cccnc12)N/N=C/c1cccc(O)c1 do in these assays?
AID2073: 15%; b-catenin transl: -0.3; Ins promoter up: 0.24; Yfh1-depleted yeast: inactive; Dynein cargo inh: 0.027; Autophagy HCS: inactive; WT yeast gro inh: -13; MT stabilizer: 2.5; HIV peptide binding: 0.4%; WT yeast gro inh mutant strain: -13; Dynein cargo inh cytoplasmic EGFP: -0.32; Dynein cargo inh nuclear GR-EGFP: -0.57; Dynein cargo inh cell count: 1.1; Ins promoter up cell count: 1316; b-catenin transl cell count 5 µM: 1087; MT stabilizer Hoechst-high %: 1.8; MT stabilizer cytotoxicity %: 1.6; Autophagy HCS cell loss 18 h: -2
